Source: PubChem
CaV13 ICDI inh = Primary screen for inhibitors of IQ motif and Ca2+-dependent inactivation inhibitor domain binding in CACNA1D, Förster resonance energy transfer in living cells, …; HEK cells, CFP/YFP FRET ICDI-IQ, plate reader, 10 min; percent FRET-ratio fall versus neutral wells; inhibition, % at 12.3 µM; 0.098% of 340,000 active; AID 743397;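 active means mean replicate inhibition of at least 30% and at least 1% of replicates passing that level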;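 further: 0% = median of the neutral control wells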
Vif imaging = HIV Vif self-association inhibitors, primary screen, imaging, HEK293T, single point. HEK293T cells, Vif self-association by quenched fluorescence, 24 h. inhibition, % at 7.49 µM. 0.35% of 340,000 active. AID 602346, 2012; in the data active means inhibition above about 50%, passing the limit was not always enough; further: some results filed as inactive read as strong as hits
HTR2A ag = mouse Htr2a agonists via beta-arrestin recruitment, primary screen, cell-based, luminescence; CHO-K1 mHTR2A beta-arrestin complementation; percent of 30 µM serotonin response; AID 624169, 2012; 5-hydroxytryptamine receptor 2A (Mus musculus), P35363; activation, % at 7.6 µM; 0.66% of 360,000 active;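 active means activation above a run cutoff, the mean activation of all tested compounds plus 3 SD, cut at about 14% in these data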;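 further: 0% = plate median of compound wells and 100% = 30 µM serotonin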
H9c2 protect = cardioprotection against H2O2-induced cell death, primary screen, uHTS, H9c2 cells, ATPLite luminescence; H9c2 cardiomyocytes, H2O2 injury protection, 2 h; 0.63% of 360,000 active; protection from H2O2 cell death, % at 20 µM;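 active means compounds giving at least 50% protection of heart cells from peroxide-induced death in the single-dose screen, raw or plate-pattern-corrected value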;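 further: 0% = DMSO wells with peroxide and 100% = DMSO wells without peroxide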
Granule exo inh = LAMP-1 surface exposure blockers, TALL-104 cells – cell-based, flow cytometry, MLPCN library, primary screen; TALL-104 LAMP-1 surface exposure; cells stimulated with thapsigargin and PMA; inhibition, % at 10 µM; 0.66% of 360,000 active; AID 651702, 2012;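 active means inhibition above about 55%, limit read from the data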
hiPSC survival = enhancers of single-cell hiPSC survival, primary screen, ATPlite luminescence; 100% = ROCK inhibitor wells, 0% = DMSO; survival enhancement, % at 20 µM; 0.044% of 360,000 active; AID 602274, 2012; in the data active means survival enhancement above about 18%;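 further: cells exposed to compounds for 16 hours before the ATP read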
PDI turbidity = inhibitors of human PDI, primary screen, biochemical, turbidity, single point, plate reader; Protein disulfide-isomerase (Homo sapiens), P07237; PDI insulin aggregation turbidity, A650, 90 min; inhibition, % at 10 µM; 0.052% of 350,000 active;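 active means mean inhibition across replicates of 30% or more, whatever share of single replicates reach that level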;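 further: absorbance from insulin aggregation driven by PDI reduction with DTT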
N-glyco inh = increase of ERlucT glycosylation luciferase signal, primary screen, N-linked glycosylation inhibitor project, D54 ERlucT cells, luminescence, set 2 | D54 ERlucT glycosylation luciferase reporter, 24 h; percent of 100 nM tunicamycin response | reporter increase, % at 12.5 µM | 0.23% of 360,000 active | AID 588692, 2011;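 active means mean luciferase reporter signal, scaled so untreated is 0 and the glycosylation-blocking control 100, at or above a set limit in every replicate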;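 further: luciferase carries N-glycosylation sites so blocking glycosylation raises the light; 0% = median of neutral control wells and 100% = median of 100 nM tunicamycin wells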
ABCB6 inh 2 = ABCB6 transporter inhibitors, primary screen, K562-ABCB6 cells, flow cytometry, MLPCN library. ATP-binding cassette sub-family B member 6 (Homo sapiens), Q9NP58. K562-ABCB6 porphyrin accumulation, 1 h; stronger effect = lower value. fluorescence ratio to DMSO, % at 10 µM. 0.19% of 360,000 active;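 active means fluorescence ratio to DMSO below 75%, the collection mean minus 3 SD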;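 further: signal is porphyrin accumulated inside mitochondria; 100% equals median channel fluorescence of DMSO control wells; lower ratio means ABCB6 inhibition with less porphyrin fluorescence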
Target sequence (Q9NP58 whole entry, looked up): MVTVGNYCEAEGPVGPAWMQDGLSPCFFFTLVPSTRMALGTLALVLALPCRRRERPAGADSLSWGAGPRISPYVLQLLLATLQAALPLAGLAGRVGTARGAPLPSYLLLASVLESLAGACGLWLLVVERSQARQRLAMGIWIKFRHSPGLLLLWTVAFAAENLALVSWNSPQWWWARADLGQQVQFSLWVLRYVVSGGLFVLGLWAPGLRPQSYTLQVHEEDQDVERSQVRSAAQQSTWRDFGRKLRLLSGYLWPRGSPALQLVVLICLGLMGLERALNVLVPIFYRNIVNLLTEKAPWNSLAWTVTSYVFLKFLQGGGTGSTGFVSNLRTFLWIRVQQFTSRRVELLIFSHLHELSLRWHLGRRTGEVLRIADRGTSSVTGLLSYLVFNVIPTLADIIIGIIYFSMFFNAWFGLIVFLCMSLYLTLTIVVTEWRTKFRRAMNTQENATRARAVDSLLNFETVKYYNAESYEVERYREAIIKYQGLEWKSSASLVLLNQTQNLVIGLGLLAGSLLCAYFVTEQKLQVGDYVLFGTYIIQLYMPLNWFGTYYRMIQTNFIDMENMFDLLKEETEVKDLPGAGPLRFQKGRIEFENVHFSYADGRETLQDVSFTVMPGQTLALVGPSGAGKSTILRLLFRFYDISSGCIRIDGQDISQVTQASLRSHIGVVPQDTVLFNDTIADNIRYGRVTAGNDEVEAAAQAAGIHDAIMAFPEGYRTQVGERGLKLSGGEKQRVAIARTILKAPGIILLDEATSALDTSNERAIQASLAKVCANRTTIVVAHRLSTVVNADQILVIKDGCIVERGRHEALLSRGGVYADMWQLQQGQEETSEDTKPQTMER
aDG glyco act = activators of alpha-DG glycosylation, primary screen, uHTS, Pro5-aDG cells, AlphaScreen; alpha-DG glycosylation AlphaScreen (IIH6); 0% Pro5, 100% B10-LARGE cell signal; activation, % at 10 µM; 0.22% of 360,000 active;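 active means activation of at least 8% versus controls, or a plate z-score of at least 8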;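 further: Pro5 are CHO cells carrying HIG-tagged alpha-DG that lacks glycosylation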
The depositor's hits bear a star; nt = not tested or not shown.

Under each structure: CaV13 ICDI inh, H9c2 protect, Granule exo inh, aDG glyco act, PDI turbidity, Vif imaging, hiPSC survival, ABCB6 inh 2, N-glyco inh, HTR2A ag
- COc1ccc2c(c1)CCc1c(C(=O)N3CCOCC3)noc1-2
    -7, -1, -4, 0.2, -1, 6, -1.0, 88, -4, 0
- CN1C(=O)/C(=C/c2ccc(OC(=O)c3ccco3)cc2)SC1=S
    -3, -4, -1, -0.2, -2, 2, -0.6, 105, 0, 1
- CCOC(=O)c1sc2nc(C)cc(C)c2c1NC(=O)c1ccco1
    -7, -5, 3, -0.1, -9, 0, 3.2, 102, 2, 5
- CCc1ccccc1NC(=O)CN(C)S(=O)(=O)c1ccc(-c2ccc(=O)[nH]n2)s1
    -14, 2, 2, -0.2, 6, -4, 0.4, 99, 1, 3
- CS(=O)(=O)c1ccc(Cl)c(NC(=O)CCl)c1
    -2, -8, 0, 0.4, 8, nt, -3.1, 98, 3, 2
- CNC(=O)c1ccc(C)c(NC(=O)C2=C(C)OCCS2)c1
    -20, -1, -5, 0.0, -6, 13, 0.3, 101, 0, -2
- O=C(NCc1cccnc1)c1cc(C2CCCCN2C(=O)c2ccccc2)on1 (centres undefined)
    -8, 2, -4, 0.1, -13, 6, 0.6, 91, 2, 3
- O=C(O)c1cccnc1Sc1ccccc1Cl
    -5, 0, -3, 0.1, 14, nt, 0.1, 101, -1, -5
- CC(C)(C)c1ccc(OCC(=O)NNC(=O)C2CCCO2)cc1 (centres undefined)
    9, -2, -11, 0.2, -10, -22, -1.2, 97, 1, -3
- CCCCn1c(SCC(=O)Nc2cc(C)on2)nc2ccccc2c1=O
    -8, 0, 4, -0.1, -2, -2, -0.9, 100, 0, 4
- CN1CCN(c2cc(N3CCN(C(=O)c4ccco4)CC3)c3c4c(onc24)-c2ccccc2C3=O)CC1
    nt, 15, 4, -0.8, -3, -6, -0.6, 103, -9, -2
- COC(=O)[C@H]1C[C@@]2(O)CN(S(=O)(=O)c3ccc(C)cc3)C[C@@]2(OC(=O)NCc2ccco2)C[C@H]1C(=O)OC
    -6, 10, -2, -0.1, 0, -1, 6.7, 98, 2, 2
- O=C(CCCN1C(=O)NC2(CCCC2)C1=O)Nc1ccc(Cl)c(S(=O)(=O)N2CCOCC2)c1
    -7, 9, -4, 0.3, -3, -18, 2.4, 98, 0, -7
- CC1(C)CC(=O)C2=C(C1)N(Cc1ccco1)C(=O)C2(O)C(F)(F)F (centres undefined)
    -4, 10, 0, 0.0, 2, -2, 1.5, 94, 2, 3
- O=C(CC1S/C(=N/N=C/c2c[nH]c3ccccc23)NC1=O)Nc1ccccc1 (centres undefined)
    -3, 8, -2, -0.2, 25, 1, 0.3, 99, -1, -1
- Cc1cc(C)cc(NS(=O)(=O)CCCS(=O)(=O)Nc2cc(C)cc(C)c2)c1
    -6, -19, -1, 0.2, 12, -10, 0.4, 95, -3, 0
- Cc1nnc(N/N=C/c2cc(C)n(-c3ccc(F)cc3)c2C)n1N
    -5, -20, 8, 1.0, 2, -8, -0.5, 100, 8, 4
- CN(C(=O)COC(=O)C1c2ccccc2Oc2ccccc21)C1CCS(=O)(=O)C1 (centres undefined)
    -4, 1, -3, -0.1, 8, 11, -0.4, 96, 0, 0
- COC1C(=O)CCC2(CO2)C1(O)C1(C)OC1CC=C(C)C (centres undefined)
    nt, 6, -2, -0.2, nt, -25, -0.7, 101, 4, -2
- CCOc1ccccc1NC(=O)CSc1nc2ccccc2nc1N1CCCC1
    -4, -6, 5, 0.0, nt, -6, -1.6, 102, -6, 4
- COc1ccc(NC(=O)CSc2nnc(NC(=O)c3ccco3)s2)cc1
    5, -6, 2, 0.1, 1, 3, -1.2, 94, -1, -5
- CCOc1cc2c(cc1OCC)C(c1ccc(F)cc1)NCC2 (centres undefined)
    -5, -2, 11, 0.0, 4, 9, 0.1, 100, 1, 1
- O=C1Nc2ncccc2OC1CCO (centres undefined)
    -5, -1, -5, 0.1, -20, -5, 3.8, 99, 2, 1
- Cc1csc(SCC(=O)Nc2cc(S(=O)(=O)N3CCOCC3)ccc2N2CCOCC2)n1
    -4, 4, 1, -0.2, 3, -1, 0.5, 101, 0, 0
- COCCn1c(SCC#N)nnc1-c1ccccc1O
    -8, 1, 1, -0.1, -2, 1, -3.5, 105, -1, 5
- NNC(=O)CSc1c(-c2ccccc2)c2cc(Cl)ccc2[nH]c1=O
    -2, 12, -17, 0.1, 4, nt, 0.3, 105, 1, 3
- COC(=O)N1C(=O)[C@](c2ccc(OC)cc2)(C(C)C)N1C(=O)OC
    -10, 10, 0, -0.2, 4, -6, -1.9, 97, -1, -2
- CSCCC(N=C1NS(=O)(=O)c2ccccc21)C(=O)NCCc1ccccc1 (centres undefined)
    -7, 6, -10, 0.1, 4, nt, -0.5, 99, 1, -9
- O=C(Nc1cc(C(F)(F)F)ccc1N1CCCC1)C1CC(=O)N(Cc2ccccc2)C1 (centres undefined)
    -11, -2, -5, 0.0, -3, nt, 0.1, 100, 2, 5
- Cc1ccccc1NC(=O)CN1C(=O)N/C(=C\c2ccc(N3CCOCC3)c(F)c2)C1=O
    -33, -3, 0, 0.1, 6, 3, -0.6, 96, 2, 1
- CN(CCN1CCOCC1)C(=O)c1cc(COc2ccc(F)cc2Cl)on1
    -16, -2, -8, -0.1, 14, -1, -1.2, 105, -1, -11
- COc1ccccc1NC(=S)N(CCCN1CCOCC1)Cc1ccccn1
    -6, 1, 1, -0.4, 5, -2, -0.2, 97, 2, 5
- O=C(COC(=O)c1ccc(S(=O)(=O)NCc2ccco2)cc1)NCCC1=CCCCC1
    -3, -5, -1, -0.2, 10, -3, 0.6, 93, 2, -3
- CCc1ccc(NC(=S)NC2CCN(Cc3ccccc3)CC2)cc1
    -6, -9, 13, 3.0, -4, -5, -2.6, 327, -5, -6
- COc1cc(C(C(=O)NC(C)(C)C)N(Cc2ccccc2)C(=O)c2cnccn2)cc(OC)c1OC (centres undefined)
    nt, -3, 9, 0.1, 5, 1, 1.8, 96, 2, 1
- COc1cc2c(cc1CNC[C@H]1O[C@@H](n3cnc4c(N)ncnc43)[C@H](O)[C@@H]1O)OCO2
    nt, -3, -1, -0.1, 1, 2, -0.4, 101, -1, 1
- COc1cc(C(=O)NCc2ccccn2)ccc1OCc1c(C)noc1C
    1, -3, -4, -0.4, -6, 1, 2.6, 102, 2, 4
- Cc1cc(-c2ccccc2)nc(N/N=C/c2ccc(O)cc2)n1
    -2, -24, 1, 0.7, 6, -8, -0.4, 99, 5, -7
- CCCc1oc(C(=O)O)cc1CN1CCOCC1
    -8, 6, -2, 0.0, -2, -3, 0.1, 101, 2, 0
- Cc1ccc(S(=O)(=O)N2CCCCC2)cc1NC(=O)Cn1ccc(C(F)(F)F)n1
    -3, -2, 2, 1.0, -1, 6, 0.3, 98, -4, -3
- NC(=NCCc1c[nH]c2ccccc12)NC(=O)c1ccc(Cl)cc1
    -19, -11, 6, 0.1, 3, -6, -0.4, 101, 0, -5
- CCN(CC)C(=O)c1nc[nH]c1C(=O)N(C)Cc1ccccc1
    -7, -12, 12, -0.1, -2, -2, -0.5, 101, 1, -2
- CC(=O)Nc1ccc(NC(=O)c2nccnc2C(=O)O)cn1
    -19, 2, 0, -0.1, -20, -3, 0.3, 99, 0, -2
- O=C(Cc1ccccc1)N/N=C/c1cccn1-c1ccc([N+](=O)[O-])cc1
    -5, -1, -5, 0.0, -4, -2, -0.1, 83, -3, -6
- Cc1ccc(Nc2nc(NCc3cccs3)nc3ccsc23)c(C)c1
    -7, -19, 17, 1.0, 9, -16, -1.1, 101, 6, -8
- S=C(NCc1cccc(Cl)c1)NCc1ccco1
    -5, 1, 0, 0.0, -10, -14, -0.5, 100, 0, -1
- COc1ccc(OC)c(NC(=O)c2cc(OC(C)=O)cc(C(=O)Nc3cc(OC)ccc3OC)c2)c1
    13, 37, 7, 0.1, 1, -18, -0.3, 96, -2, 2
- CC1=Nc2ccccc2N=C(NC(=O)c2ccccc2)C1c1ccccc1 (centres undefined)
    -11, 21, 0, -0.2, 2, 2, 0.8, 99, 4, -2
- CCCCn1c(OC(=S)N(CC)CC)cc(C)nc1=S
    nt, -6, -7, 0.6, nt, -4, -0.7, 94, 3, -8
- CCN(CC(=O)Nc1c(F)cccc1F)C(=O)CCN1C(=O)C2CCCCC2C1=O (centres undefined)
    -6, 1, -7, 0.1, 1, 13, 0.2, 99, -2, 2
- COc1cc(NC(=O)c2ccco2)c(OC)cc1NC(=O)Nc1cccc(Cl)c1
    -10, 65*, -4, -0.3, 2, -6, -1.0, 97, -2, 1
- COc1ccc(NC(=O)CCNC(=O)Cn2cnc3ccccc3c2=O)cc1OC
    -4, 3, 0, 0.0, -1, 22, -0.4, 95, 2, -4
- CCCn1c(N)c(C(=O)CSc2nnc(C3CC3)n2-c2ccccc2)c(=O)[nH]c1=O
    -6, -6, 22, 0.4, 8, 11, -0.4, 100, -1, 1
- COc1cc2c(N3CCOCC3)cc(O)c(CC(=O)Nc3ccccc3)c2cc1OC
    -6, 6, -1, -0.3, -1, 17, -2.4, 93, 2, 4

Given field by field: four of the compounds above
> CN(CCN1CCOCC1)C(=O)c1cc(COc2ccc(F)cc2Cl)on1
  CaV13 ICDI inh: -16
  H9c2 protect: -2
  Granule exo inh: -8
  aDG glyco act: -0.1
  PDI turbidity: 14
  Vif imaging: -1
  hiPSC survival: -1.2
  ABCB6 inh 2: 105
  N-glyco inh: -1
  HTR2A ag: -11
> COc1ccccc1NC(=S)N(CCCN1CCOCC1)Cc1ccccn1
  CaV13 ICDI inh: -6
  H9c2 protect: 1
  Granule exo inh: 1
  aDG glyco act: -0.4
  PDI turbidity: 5
  Vif imaging: -2
  hiPSC survival: -0.2
  ABCB6 inh 2: 97
  N-glyco inh: 2
  HTR2A ag: 5
> O=C(COC(=O)c1ccc(S(=O)(=O)NCc2ccco2)cc1)NCCC1=CCCCC1
  CaV13 ICDI inh: -3
  H9c2 protect: -5
  Granule exo inh: -1
  aDG glyco act: -0.2
  PDI turbidity: 10
  Vif imaging: -3
  hiPSC survival: 0.6
  ABCB6 inh 2: 93
  N-glyco inh: 2
  HTR2A ag: -3
> CCc1ccc(NC(=S)NC2CCN(Cc3ccccc3)CC2)cc1
  CaV13 ICDI inh: -6
  H9c2 protect: -9
  Granule exo inh: 13
  aDG glyco act: 3.0
  PDI turbidity: -4
  Vif imaging: -5
  hiPSC survival: -2.6
  ABCB6 inh 2: 327
  N-glyco inh: -5
  HTR2A ag: -6

Individual results from the entries so far.
Value of `COc1cc(NC(=O)c2ccco2)c(OC)cc1NC(=O)Nc1cccc(Cl)c1` in HTR2A ag: 1
Value of `O=C(COC(=O)c1ccc(S(=O)(=O)NCc2ccco2)cc1)NCCC1=CCCCC1` in CaV13 ICDI inh: -3
